Screening data from PubChem.
TDP43 rescue: inhibitors of TDP-43 toxicity in yeast | 410,000 compounds, 1.8% hits | Potency, µM (doses to about 46.1 µM), for the others: at the highest dose growth rescue (activation), most hits filed as activators | TDP-43 expressing yeast growth rescue, BacTiter-Glo, 24 h; note: % of control where 0% means no effect; nearly all actives have a fitted effect of over 50% in size
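In this qHTS, compounds that restore growth of yeast expressing TDP-43 appear as activators. Cells (OD600=0.02, galactose medium, raffinose-pregrown) are incubated with compound 24 hr at 30 deg C and growth is quantified by BacTiter-Glo.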
EPAC1 antag: EPAC1 (human) antagonism; O95398; EPAC1 GEF assay, Rap1b-BODIPY-GDP exchange fluorescence; Potency, µM (doses to about 115 µM), without a hit: top-dose activity change, negative = inhibition, usual class: inhibitors; 360,000 compounds, 0.14% hits; AID 720709;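 note: plate controls were vehicle for no effect and positive control for full effect; nearly all actives have a fitted effect of over 50% in size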
EPAC2 antagonist: antagonists of human EPAC2. EPAC2 GEF exchange of Rap1B-BODIPY-GDP, fluorescence. 360,000 compounds, 0.18% hits. Potency, µM (top dose mostly 114 µM), for the others: top-dose activity, negative = inhibition, actives largely listed as inhibitors; note: % is set by controls: 0 for no effect and ±100 for the full control effect; nearly all actives have a fitted effect of over 45% in size; many of its hits are not listed in these tables
Target sequence (Q8WZA2 whole entry, looked up): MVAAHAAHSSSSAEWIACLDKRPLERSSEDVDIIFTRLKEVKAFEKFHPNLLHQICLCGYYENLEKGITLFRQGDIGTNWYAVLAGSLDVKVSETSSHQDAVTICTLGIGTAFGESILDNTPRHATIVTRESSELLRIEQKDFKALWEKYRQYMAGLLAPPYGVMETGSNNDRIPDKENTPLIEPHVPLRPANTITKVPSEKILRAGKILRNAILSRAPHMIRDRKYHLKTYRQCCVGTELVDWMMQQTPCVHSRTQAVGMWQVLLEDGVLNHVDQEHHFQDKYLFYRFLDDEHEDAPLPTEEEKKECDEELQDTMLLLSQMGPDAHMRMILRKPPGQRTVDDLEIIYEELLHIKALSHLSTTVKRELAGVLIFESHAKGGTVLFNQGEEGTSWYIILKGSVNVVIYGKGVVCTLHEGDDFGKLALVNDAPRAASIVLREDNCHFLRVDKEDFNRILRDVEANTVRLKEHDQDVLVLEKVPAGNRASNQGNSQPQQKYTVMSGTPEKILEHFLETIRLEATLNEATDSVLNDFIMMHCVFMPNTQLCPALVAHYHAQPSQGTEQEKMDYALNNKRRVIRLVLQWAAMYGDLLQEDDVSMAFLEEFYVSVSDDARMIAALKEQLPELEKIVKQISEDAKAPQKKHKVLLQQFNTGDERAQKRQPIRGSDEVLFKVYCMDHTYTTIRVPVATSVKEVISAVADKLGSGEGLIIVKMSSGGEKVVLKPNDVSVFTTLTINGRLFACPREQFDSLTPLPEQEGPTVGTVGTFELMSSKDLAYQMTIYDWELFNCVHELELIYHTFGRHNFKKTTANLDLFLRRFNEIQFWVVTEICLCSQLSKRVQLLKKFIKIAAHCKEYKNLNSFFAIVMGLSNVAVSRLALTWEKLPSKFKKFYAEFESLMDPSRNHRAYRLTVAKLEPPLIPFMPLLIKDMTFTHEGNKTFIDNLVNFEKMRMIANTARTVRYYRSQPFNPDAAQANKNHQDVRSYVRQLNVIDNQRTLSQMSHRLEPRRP
EPAC1 ag: agonists of human EPAC1 | O95398 | EPAC1 agonist qHTS, biochemical assay; response scale: 100% = response to 6.5 mM cAMP | Potency, µM (series often up to 154 µM), for inactives: top-dose activation, usual class: activators | 360,000 compounds, 0.073% hits; note: nearly all actives have a fitted effect of over 60% in size
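Fluorescent GDP-exchange assay: 100 nM EPAC1 with 250 nM Rap1B preloaded with BODIPY-GDP and 50 uM GDP; compounds tested as concentration series, 5 min at room temperature, then read every 5 min for 30 min (ex 480/em 540 nm); normalized to 6.5 mM cAMP.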
aSyn rescue: alpha-synuclein toxicity inhibition in yeast. Yeast expressing alpha-synuclein, growth rescue, BacTiter-Glo, 24 h. Potency, µM (series often up to 46.1 µM), for the others: at the top dose growth rescue (activation), hits mostly activators. 370,000 compounds, 0.14% hits. AID 652106; note: % of control where 0% means no effect; nearly all actives have a fitted effect of over 65% in size
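Screening used galactose-induced yeast with toxic alpha-synuclein levels, exposed to compound for 24 hr at 30 deg C. Cell growth, read with BacTiter-Glo luminescence, gave the measured signal.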
FUS suppressor: suppressors of FUS proteinopathy in yeast; S. cerevisiae FUS-expressing, growth rescue, OD600, 24 h; Potency, µM (titrated, usually from 76.6 µM), for the others: top-dose growth rescue (activation), actives largely listed as activators; 390,000 compounds, 0.24% hits;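 note: plate controls were DMSO vehicle for no effect and reference control for full effect; nearly all actives have a fitted effect of over 55% in size; some results filed as inactive show a strong effect at the top dose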
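Restored growth of FUS-toxic S. cerevisiae, read as 600 nm absorbance after 24 h at 30C in galactose medium (starting OD 0.005). Controls CP55940 and DMSO.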
PTHR1 agonist: activates the human parathyroid hormone receptor PTHR1; Q03431; HEK293 GP2 PTHR1 cells, GloSensor cAMP luminescence, 1 h; Potency, µM (top dose mostly 115 µM), inactives show at the highest dose activation, usual class: activators; 410,000 compounds, 0.075% hits; AID 743266; note: nearly all actives have a fitted effect of over 55% in size; some results filed as inactive show a strong effect at the top dose; inactives centre near -15; many of its hits are not listed in these tables
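HEK-293-derived GP2 cells expressing PTHR1 and a GloSensor cAMP reporter, 3,000/well, plated overnight, given luciferin plus IBMX (each 0.5 mM as added) for 1 h at 37 °C, then compound for 1 h at 37 °C. Luminescence was read after 15 min at room temperature.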
EPAC2 agonist: activates human EPAC2 exchange factor; Q8WZA2; Potency, µM (doses to about 154 µM), for inactives: at the highest dose activation, usual class: activators; 360,000 compounds, 0.079% hits; EPAC2 activation, biochemical qHTS; response scale: 100% = 6.5 mM cAMP response; note: nearly all actives have a fitted effect of over 50% in size
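Each well held 100 nM EPAC2, 250 nM RAP1B-BODIPY-GDP and 50 uM GDP. Fluorescence, read at 5-min intervals to 30 min, was referenced to a 6.5 mM cAMP positive control.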
Active calls of the source: *; i = inactive; ? = inconclusive; nt = not tested or not shown; [ ] = dose if it differs, or a comment. Calls come from the whole dose curve; as a rule, active = well fitted curve in the direction sought with a large enough effect; inconclusive = small, poorly fitted or top-dose-only effect, or another doubt; inactive = no such curve, though single readings can be large; an effect the other way counts as inactive or inconclusive. Potency is the fitted concentration of half-maximal effect. This is a subset; rates above refer to the full screens.

SMILES	TDP43 rescue	EPAC1 antag	EPAC2 antagonist	EPAC1 ag	aSyn rescue	FUS suppressor	PTHR1 agonist	EPAC2 agonist
COc1cccc(C(=O)Nc2ccc3nc4n(c(=O)c3c2)CCCC4)c1	11%	2%	4%	0%	0%	-2%	-4%	-2%
COc1ccc(C2/C=C\CN(C(=O)c3ccc(C)cc3)[C@H](Cc3ccccc3)C(=O)N2Cc2ccc(F)cc2)cc1 (some centres undefined)	16%	3%	5%	-17%	-7%	8%	-38%[inhibitor]	5%
COc1ccccc1NC(=O)C1=C(C)NC(=O)NC1c1ccco1 (centres undefined)	-15%	-5%	2%	1%	1%	41%	i	5%
Fc1ccc(-c2noc3ncnc(NC4CCCCC4)c23)cc1	13%	nt	nt	nt	-12%	-12%	-11%	nt
CC1(C)CC(=O)C2=C(C1)OC1=C(C(=O)CC(C)(C)C1)C2c1ccccc1Cl	6%	9%	-13%	4%	?	-11%	-10%	8%
COc1ccc(S(=O)(=O)N2CCCCCC2)cc1NC(=O)CCNC(=O)c1ccc(Cl)cc1	2%	-8%	-9%	14%	-3%	-1%	-36%[inhibitor]	-4%
O=C(Nc1nncs1)c1cccc(S(=O)(=O)N2CCCCC2)c1	16%	13%	11%	-3%	-1%	-2%	i	4%
COc1cc(/C=C2/SC(=S)N(CC(=O)NNC(=O)c3ccc(F)cc3)C2=O)cc(OC)c1OC	11%	-2%	-2%	-4%	6%	4%	i	3%
CC(C)Cn1c(-c2ccco2)csc1=Nc1cccnc1	-10%	2%	3%	-6%	4%	15%	i	-5%
Nc1cccc(CCc2nc3ccccc3[nH]2)c1	25%	30%[activator]	-1%	11%	-2%	-8%	i	6%
Cc1[nH]c2c(C)cccc2c1CCNC(=O)C1CCCCC1C(=O)OCC(F)(F)F (centres undefined)	14%	-14%	-12%	-4%	4%	45%	i	-6%
CCC(C)(C)NC(=O)C(c1ccc(C)cc1)N(Cc1ccco1)C(=O)CCC(=O)Nc1nccs1 (centres undefined)	-4%	-1%	-20%	17%	-3%	-12%	-19%	-15%
Cc1ccc(C)c(NC(=O)CSc2c(C)n[nH]c2C)c1	4%[9.22 µM]	8%	2%	6%	2%	7%	i	5%
COc1ccccc1NC(=O)CSc1nnc(C)o1	7%	0%	9%	-4%	-4%	14%	i	2%
Cn1c(SCC(=O)NC2CCCc3ccccc32)nnc1C1CC1 (centres undefined)	17%	9%	14%	2%	-10%	-6%	i	3%
O=C(CCn1c(=O)sc2ccccc21)NCc1cccs1	11%	6%	0%	8%	-5%	-11%	i	12%
Cc1ccc(S(=O)(=O)N2CCN(C(=O)CC(C)C)CC2)cc1	-26%[0.397 µM]	0%	34%[activator]	-12%	-4%	19%	-43%[inhibitor]	6%
O=c1[nH]c2ccc(NS(=O)(=O)c3ccc([N+](=O)[O-])cc3)cc2[nH]1	3%	8%	1%	8%	1%	9%	i	3%
CC1(C)CC(=O)C2=C(C1)NC1=C(C(=O)c3ccccc31)C2c1cccnc1 (centres undefined)	5%	-16%	-17%[57.1 µM]	-7%	2%	-15%	i	-6%
O=C(NCCc1ccccc1)c1nnc(CS(=O)(=O)c2ccccc2)o1	4%	-5%	12%	8%	-2%	29%	-2%	13%

13 structures out of the list, ordered by number of heavy atoms, lowest first.
SMILES	TDP43 rescue	EPAC1 antag	EPAC2 antagonist	EPAC1 ag	aSyn rescue	FUS suppressor	PTHR1 agonist	EPAC2 agonist
Nc1cccc(CCc2nc3ccccc3[nH]2)c1	25%	30%[activator]	-1%	11%	-2%	-8%	i	6%
COc1ccccc1NC(=O)CSc1nnc(C)o1	7%	0%	9%	-4%	-4%	14%	i	2%
Cc1ccc(C)c(NC(=O)CSc2c(C)n[nH]c2C)c1	4%[9.22 µM]	8%	2%	6%	2%	7%	i	5%
CC(C)Cn1c(-c2ccco2)csc1=Nc1cccnc1	-10%	2%	3%	-6%	4%	15%	i	-5%
Cc1ccc(S(=O)(=O)N2CCN(C(=O)CC(C)C)CC2)cc1	-26%[0.397 µM]	0%	34%[activator]	-12%	-4%	19%	-43%[inhibitor]	6%
O=C(Nc1nncs1)c1cccc(S(=O)(=O)N2CCCCC2)c1	16%	13%	11%	-3%	-1%	-2%	i	4%
Cn1c(SCC(=O)NC2CCCc3ccccc32)nnc1C1CC1 (centres undefined)	17%	9%	14%	2%	-10%	-6%	i	3%
O=C(NCCc1ccccc1)c1nnc(CS(=O)(=O)c2ccccc2)o1	4%	-5%	12%	8%	-2%	29%	-2%	13%
CC1(C)CC(=O)C2=C(C1)OC1=C(C(=O)CC(C)(C)C1)C2c1ccccc1Cl	6%	9%	-13%	4%	?	-11%	-10%	8%
Cc1[nH]c2c(C)cccc2c1CCNC(=O)C1CCCCC1C(=O)OCC(F)(F)F (centres undefined)	14%	-14%	-12%	-4%	4%	45%	i	-6%
COc1ccc(S(=O)(=O)N2CCCCCC2)cc1NC(=O)CCNC(=O)c1ccc(Cl)cc1	2%	-8%	-9%	14%	-3%	-1%	-36%[inhibitor]	-4%
COc1cc(/C=C2/SC(=S)N(CC(=O)NNC(=O)c3ccc(F)cc3)C2=O)cc(OC)c1OC	11%	-2%	-2%	-4%	6%	4%	i	3%
CCC(C)(C)NC(=O)C(c1ccc(C)cc1)N(Cc1ccco1)C(=O)CCC(=O)Nc1nccs1 (centres undefined)	-4%	-1%	-20%	17%	-3%	-12%	-19%	-15%

The list continues.
SMILES	TDP43 rescue	EPAC1 antag	EPAC2 antagonist	EPAC1 ag	aSyn rescue	FUS suppressor	PTHR1 agonist	EPAC2 agonist
COc1ccc(S(=O)(=O)Nc2ccc(Cc3ccncc3)cc2)cc1C	6%	13%	?	-2%	-3%	9%	-9%	7%
CCNc1nc(OC)nc(Oc2ccc(C(=O)OC)cc2)n1	-3%	5%	10%	3%	-8%	12%	-3%	5%
CCc1ccc2c(c1)C(c1ccc([N+](=O)[O-])cc1)=NNC(c1ccc(C)cc1)=N2	-1%	-10%	-2%	1%	-9%	-13%	-26%	-14%
Nc1c(C=C2C=CC(=O)C=C2)c(=O)nc2snc(SCc3ccccc3)n12	2%	-26%	-11%	9%	-4%	-12%	-8%	13%
CC(C)P(=O)(c1cccc(C(=O)O)c1)C(C)C	0%	-7%	-5%	-3%	0%	nt	-3%	5%
C[C@@H]1CN([C@H](C)CO)C(=O)CCCn2cc(nn2)CO[C@H]1CN(C)C(=O)c1ccc2ccn(C)c2c1	0%	6%	2%	2%	-2%	4%	-14%	-3%
COc1ccc(C(Nc2ccccn2)c2c(NC(=O)c3ccco3)sc(C)c2C)cc1OC (centres undefined)	9%	-12%	-11%	12%	-10%	1%	-22%	11%
OCc1cn(-c2ccccc2)nc1-c1ccc(-c2nn(-c3ccccc3)cc2CO)cc1	5%	-17%	-8%	17%	-3%	6%	-11%	-8%
O=C(CCC1CCCCC1=O)c1ccccc1 (centres undefined)	17%	2%	7%	5%	-8%	11%	i	-3%
O=C(Cn1cncn1)NCCC(c1ccccc1)c1ccccc1	5%	6%	7%	10%	-6%	-6%	-4%	0%
Fc1ccc(CSc2nc3ncccc3[nH]2)cc1	14%	-16%	0%	-2%	-12%	-28%	-21%	7%
COc1ccc(CC(=O)NCC2CCCN(Cc3ccc(F)c(OC)c3)C2)cc1 (centres undefined)	-1%	1%	-1%	11%	-5%	-3%	-7%	11%
CCn1c(SCC(=O)Nc2ccc3c(c2)OCO3)nnc1-c1ccccc1O	1%	5%	8%	-1%	20%	14%	i	2%
CC1CC(C)CN(C(=O)c2ccc(N3CC4CC(C3)c3cccc(=O)n3C4)c([N+](=O)[O-])c2)C1 (centres undefined)	-5%	4%	1%	-1%	-1%	nt	i	-5%
COc1ccccc1NS(=O)(=O)c1cccc2nsnc12	8%	8%	-17%	0%	0%	-5%	i	10%
O=C(O)C1(Nc2ccc([N+](=O)[O-])cc2[N+](=O)[O-])CCCC1	19%	-24%	-7%	-1%	-22%	nt	-76%[inhibitor]	13%
COc1ccc(N2CC(NC(=O)Nc3ccccc3)CC2=O)cc1 (centres undefined)	-18%	-27%	-3%	4%	-5%	20%	i	13%
CCOc1ccccc1C(=O)NC1CC2CCCC(C1)N2Cc1nnnn1Cc1ccco1 (centres undefined)	-1%	-1%	-4%	6%	1%	5%	i	5%
O=C(NCc1ccccc1Cl)c1ccc2nc([C@H]3C[C@H](O)[C@@H](CO)O3)[nH]c2c1	9%	-3%	11%	-1%	0%	-9%	-7%	7%
O=C(O)c1ccc(CN2C(=O)c3ccccc3S2(=O)=O)cc1	6%	-13%	-4%	17%	-4%	-3%	-1%	6%
CN(C)CCN(C(=O)CN1C(=O)c2ccccc2C1=O)c1nc2cc3c(cc2s1)OCCO3	9%	-26%	4%	-6%	6%	31%	-18%	-3%
Cc1cccc(Nc2nc(N)nc(CN3CCN(c4ccc(F)cc4)CC3)n2)c1	-16%	0%	-26%	-9%	5%	29%	?	-26%
COc1ccc(-c2cc(C#N)nc(Cl)n2)cc1	4µM*	0%	-3%	14%	-9%	-27%	-15%	7%
Cc1ccccc1C(=O)NNC(=O)C1CC(=O)N(c2ccc3c(c2)OCCO3)C1 (centres undefined)	30%	2%	13%	-4%	1%	nt	i	7%
O=C1C(=Cc2cccn2-c2ccc(O)cc2)C(=O)c2ccccc21	-6%	-6%	16%	-4%	-7%	25%	i	4%
Cc1ccc(C)c(NCC(=O)NNC(=S)Nc2ccccc2)c1	3%[9.22 µM]	-7%	-8%	-2%	0%	26%	-2%	3%
O=C(NCC(c1ccco1)N1CCCC1)c1cc2cc(Cl)ccc2o1 (centres undefined)	-8%	5%	-2%	5%	-3%	nt	-12%	-4%
Cc1cc(N2C(=O)C(O)=C(C(=O)c3ccco3)C2c2cccc(Cl)c2)no1 (centres undefined)	-4%	-8%	-6%	4%	-5%	?	-26%	6%
O=C(O)CSCc1cn2cc(Cl)ccc2n1	9%	14%	0%	-4%	0%	1%	i	-3%
COc1ccc(CCNC(=O)c2cccc(S(=O)(=O)N3CCCCCC3)c2)cc1	6%	-13%	-19%	8%	1%	13%	-33%[inhibitor]	7%
Cc1ccc(C(=O)NC2CCC(C)CC2)o1 (centres undefined)	-24%	0%	-1%	11%	-4%	-5%	-10%	3%
O=C(C(=O)N1CCc2ccccc2C1)c1cn(CC(=O)N2CCOCC2)c2ccccc12	12%	13%	10%	-6%	4%	nt	i	8%
O=C(c1cc([N+](=O)[O-])cc([N+](=O)[O-])c1)N1CCN(Cc2ccc3c(c2)OCO3)CC1	-18%	5%	-3%	2%	7%	4%	-15%	6%
